PfHsp40 yeast: restores yeast growth despite PfHsp40 toxicity; actives 0.68% (n = 340,000); S. cerevisiae expressing PfHsp40, growth rescue, ATP luminescence; growth rescue, % at 12.5 µM; in the data active = growth rescue above about 28%, passing the limit was not always enough; inconclusive = no clear call, values can overlap the other calls;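 also: yeast W303a lacking pdr1 and pdr3 grown in galactose medium; growth measured after three days at 30 °C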
FadD28 binding: blocks FadD28 binding to the bisubstrate probe | inhibition, % at 12.5 µM | actives 0.22% (n = 360,000) | fluorescence polarization; in the data active = inhibition above about 8.5%, passing the limit was not always enough; inconclusive = no clear call, values can overlap the other calls
BoNT A protease: blocks Botulinum neurotoxin A light chain protease. actives 0.17% (n = 360,000). multiplex microsphere protease substrate cleavage, flow cytometry. inhibition, % at 10 µM; also: plate controls were buffer without enzyme for full effect and enzyme alone for no effect
Mtb BioA inh: blocks M. tuberculosis BioA enzyme activity; purified M. tuberculosis BioA enzyme, plate reader; inhibition, % at 9.99 µM; actives 0.096% (n = 360,000); in the data active = inhibition above about 40%; inconclusive = no clear call, values can overlap the other calls
Mtb FBA inh: inhibits M. tuberculosis FBA enzyme; inhibition, % at 1 µM; purified M. tuberculosis FBA, fluorescence read-out; P9WQA3; AID 588726; actives 2.3% (n = 360,000); in the data active = inhibition above about 27%;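 also: 0% = vehicle and 100% = reference inhibitor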
BoNT F protease: BoNT F light chain protease inhibition; AID 588497; Multiplex microsphere protease cleavage assay, flow cytometry; actives 0.22% (n = 360,000); inhibition, % at 10 µM; in the data active = inhibition above about 35%, passing the limit was not always enough; inconclusive = no clear call, values can overlap the other calls; also: plate controls were buffer without enzyme for full effect and enzyme alone for no effect
GDH-TPI counter: counter-screen for M. tuberculosis FBA inhibitors: GDH-TPI coupled enzymes; actives 1.2% (n = 360,000); GDH-TPI coupled enzyme counterscreen, NADH absorbance; inhibition, % at 4.8 µM; AID 588335; in the data active = inhibition above about 30%;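 also: 0% = DMSO wells and 100% = wells lacking the enzyme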
Anthrax LF prot: inhibitors of Bacillus anthracis lethal factor protease. actives 0.12% (n = 360,000). multiplex microsphere protease cleavage assay, LF. P15917. inhibition, % at 10 µM. AID 588501; also: plate controls were buffer without enzyme for full effect and enzyme alone for no effect
Target sequence (P15917 whole entry, looked up): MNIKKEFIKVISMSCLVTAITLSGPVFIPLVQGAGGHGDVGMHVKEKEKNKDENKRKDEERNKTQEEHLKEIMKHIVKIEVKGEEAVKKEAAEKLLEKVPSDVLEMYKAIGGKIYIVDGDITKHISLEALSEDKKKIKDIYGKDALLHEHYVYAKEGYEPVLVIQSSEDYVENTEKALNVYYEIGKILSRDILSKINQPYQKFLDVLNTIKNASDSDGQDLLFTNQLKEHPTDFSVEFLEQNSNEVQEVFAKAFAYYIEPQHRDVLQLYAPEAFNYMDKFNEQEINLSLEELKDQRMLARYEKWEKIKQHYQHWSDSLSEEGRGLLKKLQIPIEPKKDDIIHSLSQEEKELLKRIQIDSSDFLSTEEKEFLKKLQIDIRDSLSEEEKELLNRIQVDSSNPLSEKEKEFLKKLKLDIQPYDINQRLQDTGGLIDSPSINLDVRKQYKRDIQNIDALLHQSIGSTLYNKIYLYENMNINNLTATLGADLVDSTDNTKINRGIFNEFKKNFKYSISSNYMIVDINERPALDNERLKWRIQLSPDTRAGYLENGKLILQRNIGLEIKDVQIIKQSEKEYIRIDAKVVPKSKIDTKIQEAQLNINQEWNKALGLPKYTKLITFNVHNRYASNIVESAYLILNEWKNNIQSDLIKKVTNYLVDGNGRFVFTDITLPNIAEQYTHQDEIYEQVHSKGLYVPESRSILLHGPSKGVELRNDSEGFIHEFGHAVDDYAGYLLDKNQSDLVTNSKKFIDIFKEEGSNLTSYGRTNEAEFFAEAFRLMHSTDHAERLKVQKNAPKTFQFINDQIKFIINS
UGM FP inh: inhibitors of M. tuberculosis UDP-galactopyranose mutase; P9WIQ1; purified UGM, fluorescence polarization probe displacement; inhibition, % at 10 µM; actives 0.06% (n = 320,000); in the data active = inhibition above about 10%, passing the limit was not always enough; inconclusive = no clear call, values can overlap the other calls
An asterisk follows results filed as active; ? = inconclusive; . = not tested or not shown; + = active, no number. Rule as the data show it, unless noted: active = inhibition above about 30%; inconclusive = no clear call, values can overlap the other calls; inactive = below that.

Each structure is followed by: PfHsp40 yeast	FadD28 binding	BoNT A protease	Mtb BioA inh	Mtb FBA inh	BoNT F protease	GDH-TPI counter	Anthrax LF prot	UGM FP inh
1	COc1cccc(C(=O)Nc2cccc(OCC(=O)c3ccccc3)c2)c1
→ 1.9	-2.7	-0.8	.	0	-11	-2	6	-1.7
2	CCN1CC(O)=C(c2nc3ccccc3s2)C1=N
→ -0.9	-2.7	0.2	-0.6	4	1	13	0	4.4
3	Cc1c(=O)n(OCc2cccc(F)c2)c2ccccc2[n+]1[O-]
→ 0.0	-1.1	-0.8	-2.0	4	4	9	6	-0.8
4	CCCc1cc(=O)oc2cc(C)cc(OC(C)C(=O)NCCCn3ccnc3)c12 (stereo unspecified)
→ 1.4	-0.6	2.1	-3.9	75*	1	10	0	-1.6
5	COc1ccccc1C(=O)N/C(=C\c1cn(S(=O)(=O)N(C)C)c2ccccc12)C(=O)N1CCN(C)CC1
→ .	-1.0	-0.5	-3.6	4	2	24	0	.
6	CCOC(=O)N1CCN(C(=S)NC(=O)C23CC4CC(CC(C4)C2)C3)CC1
→ -1.5	-0.3	-1.0	.	2	1	4	-10	-1.3
7	O=C(CCCC(=O)OCC(=O)c1ccc(Cl)cc1Cl)Nc1cc(C(F)(F)F)ccc1Cl
→ -0.1	-0.1	0.8	-0.3	1	4	-5	-1	-1.2
8	CC1C2CCC(C2)C1OC(=O)c1ccccc1C(=O)O (stereo unspecified)
→ .	-3.9	-0.6	.	0	2	2	-5	.
9	CCC(C)NCC(=O)Nc1ccc(S(N)(=O)=O)cc1 (stereo unspecified)
→ -0.4	-1.1	0.1	.	-1	-1	-3	-2	-3.0
10	CC(=O)Nc1ccc(NC(=O)C/C(C)=N/NC(N)=S)cc1
→ -0.7	0.5	0.5	.	-4	15	-2	7	-3.1
11	Cc1ccc(S(=O)(=O)NC(N)=NCCc2ccc(Cl)cc2)cc1C
→ 0.8	0.7	0.1	-2.9	10	-1	4	1	-0.9
12	O=C1CN(C(=O)c2ccccc2F)C(c2ccccc2)c2cc(F)ccc2N1 (stereo unspecified)
→ 0.3	-0.2	0.8	-2.4	0	-2	10	-1	1.3
13	O=C(C(=C1N(Cc2ccc(Cl)nc2)CCN1Cc1ccc(Cl)nc1)[N+](=O)[O-])C(Cl)Cl
→ -0.7	-1.7	0.7	6.8	-1	9	13	3	-3.9
14	Cc1nnc(SCC(=O)NC(=O)NC(C)C)s1
→ -0.6	-3.4	-0.6	1.3	-1	0	-5	-4	-0.8
15	CC(C)(C)NC(=O)CN(Cc1cccs1)C(=O)CNS(=O)(=O)c1ccccc1
→ 0.7	-4.4	?	-1.5	5	-7	-3	-2	0.5
16	CCOC(=O)c1c(-c2cccs2)csc1NC(=O)CC(C)C
→ 2.4	-3.9	0.5	-0.5	3	-9	-6	0	-1.8
17	O=C(Nc1ccc2c(c1)OCO2)C1CC(=O)N(c2ccc(F)cc2)C1 (stereo unspecified)
→ 0.4	.	1.5	.	-1	2	-1	5	0.2
18	CC(C)NC(=O)COC(=O)/C=C/c1ccc(F)cc1
→ -1.5	-5.8	-0.3	.	0	-1	-1	1	0.8
19	S=C(Nc1ccc(Br)cc1Cl)N1CCN(c2ccccn2)CC1
→ -0.4	-3.0	2.1	-2.2	1	-3	10	4	4.6
20	Fc1ccc(/C=N/N2CCN(Cc3ccccc3)CC2)cc1
→ 1.0	-2.5	-3.4	2.4	-2	?	3	5	2.8

(list continues)
Each structure is followed by: PfHsp40 yeast	FadD28 binding	BoNT A protease	Mtb BioA inh	Mtb FBA inh	BoNT F protease	GDH-TPI counter	Anthrax LF prot	UGM FP inh
21	Cc1cc2oc(C(=O)Nc3cccnc3)c(C)c2cc1C
→ 0.5	-4.1	-0.8	2.1	-1	-8	-2	-3	4.3
22	CS(=O)(=O)N1CCN(c2ccccc2NC(=O)c2ccc([N+](=O)[O-])o2)CC1
→ -0.5	0.1	-1.3	.	0	-7	7	-13	-0.7
23	COc1c(C)cc(Br)cc1C(=O)NCc1cccnc1
→ -0.7	-2.1	-0.9	2.5	-1	0	-5	-4	3.2
24	CC(C)CCn1c(=O)c2ccccc2c2ccccc2c1=O
→ 0.9	-1.7	0.1	.	-1	1	-2	-3	0.5
25	CC1(C)CN(c2ccccc2)N(Cc2ccc(F)cc2)C1=O
→ -0.7	-4.5	7.5	1.1	1	11	0	-1	-0.2
26	COc1ccc(OC)c(C2CC(=O)c3c([nH]c(C(=O)OC(C)C)c3C)C2)c1 (stereo unspecified)
→ -0.3	0.8	-0.3	-1.6	2	-11	0	-6	0.4
27	Cc1ccc2c(c1C)NC(=O)C2(O)CC(=O)c1ccc2c(c1)OCO2 (stereo unspecified)
→ -0.7	-1.5	?	.	1	0	13	-3	0.1
28	COc1ccccc1NC(=O)Cc1nnc(SCC(=O)NC2CCCC2)n1C
→ 0.3	.	1.0	-1.2	3	5	-7	0	-1.4
29	O=C(CN1C(=O)NC2(CCCCC2)C1=O)Nc1ccc(Cl)c(S(=O)(=O)N2CCOCC2)c1
→ -0.8	.	2.4	1.2	3	0	3	-5	-3.0
30	COCCCNC(=O)/C(C#N)=C1\N=C(NC(=O)c2cccs2)c2ccccc21
→ 0.5	-3.5	7.0	.	-7	?	22	3	-1.7
31	CCc1nc(SCC(=O)N2CCN(c3ccccc3)CC2)c2oc3ccccc3c2n1
→ -0.1	0.4	-6.1	-0.2	-2	-8	12	-9	1.0
32	Cc1ccc(/C=N/N2CCCCC2)o1
→ -1.4	-0.1	0.6	.	2	-4	5	-7	-1.2
33	O/N=C1\CCc2cc(Cl)ccc21
→ -1.3	0.1	.	-0.7	1	.	-1	.	-2.2
34	Cc1ccc(-n2c(C)cc(C=C3C(=O)N(C)C(=O)N(C)C3=O)c2C)cc1
→ 0.4	-2.0	-0.6	.	112*	-5	12	-1	.
35	CCc1cc2c(CN3CCN(CC)CC3)cc(=O)oc2cc1O
→ -1.3	-2.8	0.1	-0.9	+	0	16	4	-0.4
36	O=C1NC(=S)N/C1=C/c1cccc([N+](=O)[O-])c1
→ 61*	-0.9	0.5	.	0	0	22	-3	-0.8
37	Cc1cccc(NC(=S)N2CCC(N(C)CC3CCCO3)CC2)c1 (stereo unspecified)
→ -0.9	-0.7	-2.6	-0.7	-1	-9	22	1	-1.9
38	CCOC(=O)C1CCCN(C(=O)CSc2nnc3nc(C)cc(C)n23)C1 (stereo unspecified)
→ -0.2	1.2	0.0	0.5	8	-12	12	-9	-3.0
39	COc1ccccc1Cn1c(=O)c2ccccc2n2c(SCC(=O)N3CCCCC3)nnc12
→ -0.1	-3.5	0.3	-1.2	-3	-6	3	-1	-1.7
40	O=C(OCc1nnc(-c2ccccc2)o1)c1cc2ccccc2cc1O
→ -0.1	-0.3	-0.6	.	1	-1	-4	-2	4.0

Compound profiles, as listed above.
COCCCNC(=O)/C(C#N)=C1\N=C(NC(=O)c2cccs2)c2ccccc21 in the list: PfHsp40 yeast: 0.5; FadD28 binding: -3.5; BoNT A protease: 7.0; Mtb BioA inh: .; Mtb FBA inh: -7; BoNT F protease: ?; GDH-TPI counter: 22; Anthrax LF prot: 3; UGM FP inh: -1.7
Cc1cccc(NC(=S)N2CCC(N(C)CC3CCCO3)CC2)c1 (stereo unspecified) in the list: PfHsp40 yeast: -0.9; FadD28 binding: -0.7; BoNT A protease: -2.6; Mtb BioA inh: -0.7; Mtb FBA inh: -1; BoNT F protease: -9; GDH-TPI counter: 22; Anthrax LF prot: 1; UGM FP inh: -1.9

(cont.)
Each structure is followed by: PfHsp40 yeast	FadD28 binding	BoNT A protease	Mtb BioA inh	Mtb FBA inh	BoNT F protease	GDH-TPI counter	Anthrax LF prot	UGM FP inh
41	CCOC(=O)C(=O)N(C)c1c(CC)nc2c(OCc3ccccc3OC)cccn12
→ .	-1.1	-0.6	2.6	0	-11	10	-7	.
42	O=C(Nc1ccncc1)c1cccc(S(=O)(=O)N2CCc3ccccc32)c1
→ -0.1	-5.4	0.9	.	-2	1	-9	?	2.1
43	COCC(=O)Nc1ccc(S(=O)(=O)Nc2ccccn2)cc1
→ -2.3	0.7	-0.2	0.8	8	-3	4	5	-1.3
44	Cn1ncc2c(=O)n(/N=C/c3ccccc3)cnc21
→ 0.8	-1.7	-0.3	.	1	2	-5	0	1.4
45	O=C(O)Cc1ccc(NC(=O)Nc2cccc(Cl)c2)cc1
→ 0.1	-1.3	-0.9	.	-3	-5	8	-2	2.5
46	COc1ccc(NC(=O)CSc2nnc(CNC(=O)c3ccco3)n2-c2ccccc2OC)cc1
→ -1.3	0.8	0.6	-4.3	-4	10	9	0	-2.8
47	COc1ccc([N+](=O)[O-])cc1NC(=O)COC(=O)c1ccccc1C(=O)c1ccccc1
→ -0.8	-2.0	1.4	-0.1	1	11	11	6	-2.4
48	COc1ccc(C(=O)NN2CC(O)=C(c3nc4ccccc4n3C)C2=N)cc1OC
→ -1.0	-3.6	-0.5	-0.8	0	-6	2	-4	2.3
49	O=C(Nc1ncccc1O)c1ccc(S(=O)(=O)N2CCCC2)cc1
→ -2.1	-0.7	2.7	-0.6	-1	10	2	-1	3.8
50	CCc1ccccc1NC(=O)C/C(C)=N/NC(=O)COc1ccccc1C
→ -0.5	-1.4	0.3	-0.8	1	-2	2	-1	-0.1
51	O=C(CCc1ccccc1)Nc1ccc(N2CCCCC2)cc1
→ -0.7	-0.9	-2.0	.	2	-14	-4	0	-3.1
52	O=S(=O)(NCC1(N2CCOCC2)CCCCC1)c1ccccc1Cl
→ -1.2	-3.3	0.8	1.2	4	3	11	1	0.3
53	CN1C(=O)Cc2cc(S(=O)(=O)N3CCN(c4cccc(Cl)c4)CC3)ccc21
→ 0.1	-0.9	0.8	-3.4	2	-1	9	-5	-0.7
54	COc1ccc(OC)c(/C=C/C(=O)Oc2ccc(C(C)=O)cc2)c1
→ 3.8	-5.8	-1.9	1.4	33*	-17	11	-9	1.2
55	CCCOc1cccc(C(=O)N(Cc2ccccc2)C2CCS(=O)(=O)C2)c1 (stereo unspecified)
→ 1.6	1.5	-1.6	-0.2	-7	1	-4	1	-1.0
56	COC(=O)[C@H]1C[C@@H]1[C@H](NC(=O)[C@H]1C[C@@H]1[C@H](NC(=O)OCc1ccccc1)c1ccccc1)c1ccccc1
→ 0.6	-0.6	-1.1	-4.6	4	-11	13	-9	4.7
57	N#Cc1ccc(C(=O)NC2CCCc3ccccc32)cc1 (stereo unspecified)
→ -0.2	-0.4	-0.4	.	3	-2	4	2	-3.6
58	COc1ccccc1NC(=O)OCC#CCOC(=O)Nc1ccccc1OC
→ 4.9	1.3	-1.4	1.5	0	-15	7	-2	-0.8
59	CN(Cc1ccccc1)C(=O)CN1C(=O)NC2(CCCCCCC2)C1=O
→ -0.6	0.5	.	-0.2	11	.	1	.	-1.0
60	COc1ccc(NC(=O)CNC(=O)Cn2cnc3sc(C)c(C)c3c2=O)cc1OC
→ -1.8	-2.2	-0.2	-0.8	-6	2	-1	1	0.4

Bioassay records: PubChem BioAssay, several laboratories
